# From PubChem
# G6PDH CS – L. mesenteroides G6PDH inhibitors, counter-screen for G6PDH-coupled screening assays, biochemical, Leuconostoc mesenteroides enzyme; 200,000 compounds, 0.12% hits; inhibition, % at 5 µM; Purified L. mesenteroides G6PDH, diaphorase/resazurin coupled fluorescence, 45 min; AID 1020, 2008; glucose-6-phosphate dehydrogenase [Leuconostoc mesenteroides]; in the data active means inhibition above about 50%
# APP 5UTR inh – inhibitors of APP translation via 5'UTR reporter, primary screen, APP 5'UTR luciferase, SH-SY5Y cells; 190,000 compounds, 0.82% hits; inhibition, % at 2 µM; SH-SY5Y APP 5'UTR-luciferase reporter, luminescence;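 active means inhibition above a set limit, derived from the sample mean plus 3 SD, cut at about 45% in these data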; further: values of inactives mirror those of a sister screen read the other way
# Diaphorase act – compounds boosting diaphorase resazurin reduction – biochemical, uHTS, resorufin fluorescence, counter-screen for diaphorase-coupled primary assays, primary screen; activation factor at 20 µM; AID 1229, 2008; 190,000 compounds, 0.005% hits; Diaphorase/resazurin coupled assay, 16 min; active compounds read high; 1 = vehicle wells, 0 = NADH-free wells;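 active means diaphorase activity raised at least twofold by the compound at 20 µM; inactive means activation factor below 2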
#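 Assay system: Purified diaphorase enzyme from Clostridium kluyveri | Amount: Enzyme 0.07 U/mL final | Dosing: Compound 20 µM once, DMSO 1% | Timing: 16 min reaction at room temperature | Detection: Fluorescence, excitation 544 nm and emission 590 nm | Evaluation: Higher resorufin formation from activation or reduction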
# APP 5'UTR act – activators of APP 5'UTR luciferase reporter, primary screen, SH-SY5Y cells | SH-SY5Y APP 5'UTR luciferase reporter, luminescence; zero percent = DMSO vehicle wells | activation, % at 2 µM | AID 1276, 2008 | 190,000 compounds, 1% hits;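 active means activation above a set limit, based on mean plus 3 SD of controls, cut at about 140% in these data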; further: values of inactives mirror those of a sister screen read the other way
# NF-kB neuron act – activators of NF-kB expression in neurons, primary screen, cell-based, HTS; fold change at 12.5 µM; 190,000 compounds, 1.6% hits; human neuronal cells, NF-kB reporter expression; active compounds read high; AID 1239, 2008; in the data active means fold change above about 3.3
# STAT1 activator – STAT1 signaling activators, primary screen, cell-based, HTS, luciferase reporter; NIH 3T3 STAT1-luciferase reporter, IFN-gamma, luminescence; 100% = IFN-gamma alone, no compound; activation (% of control), % at 5.5 µM; 200,000 compounds, 2.6% hits; AID 932, 2007;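 active means activation above the screen-wide mean activation plus 3 SD, cut at about 130% in these data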;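 further: raw ratio to IFN-gamma control signal so 100% means no change and 0% no light; values of inactives mirror those of a sister screen read the other way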
# Diaphorase inh – diaphorase inhibitors and chemical oxidizers, primary screen, counter-screen for diaphorase-coupled primary assays, biochemical, uHTS, resorufin fluorescence | inhibition, % at 20 µM | 190,000 compounds, 0.69% hits | diaphorase resazurin-to-resorufin fluorescence, NADH, 16 min; bacterial (C. kluyveri) enzyme, not human;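 active means primary screen inhibition at 20 µM above a set limit, cut at about 50% in these data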;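 further: plate controls were DMSO with full reaction for no effect and wells lacking NADH for full effect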
#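 Assay system: diaphorase enzyme from Clostridium kluyveri; Input: enzyme working solution with 0.14 U/mL diaphorase; Timing: 16 min at room temperature; Technique: resorufin fluorescence, excitation 544 nm, emission 590 nm; Benchmarks: positive control minus NADH, DMSO neutral control.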
# TLR4-MyD88 BLA – inhibitors of TLR4-MyD88 association in cells, primary screen, cell-based, HeLa CL3-4, BLA complementation, FRET ratio | Toll-like receptor 4 (Homo sapiens) + Myeloid differentiation primary response protein … | HeLa CL3-4 TLR4/MyD88 BLA complementation | inhibition, % at 8.4 µM | 200,000 compounds, 0.18% hits; in the data active means inhibition above about 25%;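 further: 0% = vehicle and 100% = reference inhibitor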
# FLuc inh counter – firefly luciferase enzyme inhibitors, primary screen, artefact control for luciferase-based inhibitor screens, biochemical, luminescence, ATPLite; 10 min; 200,000 compounds, 1.5% hits; inhibition, % at 10 µM;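 active means inhibition above about 50% when tested at 10 µM, limit read from the data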
# Target sequence (P08659 whole entry, looked up): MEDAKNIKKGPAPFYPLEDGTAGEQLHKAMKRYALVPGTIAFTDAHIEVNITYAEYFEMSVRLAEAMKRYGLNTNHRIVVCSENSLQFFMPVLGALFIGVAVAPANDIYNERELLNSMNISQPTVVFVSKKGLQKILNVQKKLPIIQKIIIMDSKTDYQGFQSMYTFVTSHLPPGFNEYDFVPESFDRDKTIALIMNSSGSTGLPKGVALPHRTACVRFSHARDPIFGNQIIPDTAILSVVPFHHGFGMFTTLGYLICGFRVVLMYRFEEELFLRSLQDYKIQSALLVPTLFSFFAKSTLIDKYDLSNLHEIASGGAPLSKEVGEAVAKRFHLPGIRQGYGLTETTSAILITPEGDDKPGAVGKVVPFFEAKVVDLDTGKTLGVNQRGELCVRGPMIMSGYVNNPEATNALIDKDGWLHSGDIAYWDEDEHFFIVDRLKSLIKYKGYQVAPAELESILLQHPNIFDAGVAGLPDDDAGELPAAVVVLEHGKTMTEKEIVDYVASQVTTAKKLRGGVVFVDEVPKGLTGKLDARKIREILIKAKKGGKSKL
# FLuc act counter – FLuc activators, initial screening, artefact control for FLuc-dependent activation tests, biochemical, ATPlite luminescence; Luciferin 4-monooxygenase (Photinus pyralis), P08659; ATPlite luciferase biochemical, 10 min; 0 = ATP-free wells, 1 = DMSO control; activation factor at 10 µM; 200,000 tested, under 10 active; AID 1027, 2008;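 active means luciferase activation factor, scaled between plate controls, of at least 2 with compound at 10 µM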
#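 System: Luciferase/luciferin detection reagent, cell-free biochemical luciferase assay | Medium: PBS buffer for ATP | Dosing: Test compounds dosed from 2 mM stocks in 100% DMSO | Timing: 10 min at ambient temperature | Signal: Luminescence measurement of luciferase light output | Evaluation: Luciferase activation, seen as luminescence increase over controls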
# Active calls of the source: *; . = not tested or not shown.
# The first 3 compounds as a preview:
SMILES,G6PDH CS,APP 5UTR inh,Diaphorase act,APP 5'UTR act,NF-kB neuron act,STAT1 activator,Diaphorase inh,TLR4-MyD88 BLA,FLuc inh counter,FLuc act counter
O=C(OCn1ncc(Br)c(Br)c1=O)c1c(F)cccc1F,10,96*,0.9,-95,0.13,107,7,18,0,1
N#Cc1c(-c2ccc(Cl)cc2)ccnc1N1CCOCC1,-1,-20,1,20,1.4,114,4,-6,-1,1
Fc1ccccc1Cc1noc(CN(Cc2ccccn2)CC2CCCO2)n1 (stereo unspecified),5,-7,1,7,0.99,104,-2,-4,-6,1.1

# This part in full, from the first entry:
SMILES,G6PDH CS,APP 5UTR inh,Diaphorase act,APP 5'UTR act,NF-kB neuron act,STAT1 activator,Diaphorase inh,TLR4-MyD88 BLA,FLuc inh counter,FLuc act counter
O=C(OCn1ncc(Br)c(Br)c1=O)c1c(F)cccc1F,10,96*,0.9,-95,0.13,107,7,18,0,1
N#Cc1c(-c2ccc(Cl)cc2)ccnc1N1CCOCC1,-1,-20,1,20,1.4,114,4,-6,-1,1
Fc1ccccc1Cc1noc(CN(Cc2ccccn2)CC2CCCO2)n1 (stereo unspecified),5,-7,1,7,0.99,104,-2,-4,-6,1.1
CC(=O)Nc1ccc(C(=O)OCC(=O)Nc2ccc(N3CCOCC3)cc2)cc1,-2,-24,0.9,23,1,110,14,-4,-5,1.1
COc1cc(/C=C/C(=O)OCC(=O)Nc2cc(S(=O)(=O)N3CCCCC3)ccc2C)ccc1O,8,-4,0.7,4,0.77,102,26,-4,-4,1
CCc1cccc(C)c1NC(=O)CO/N=C(\N)CC(=O)NC1CCCCC1,3,1,0.9,-1,1.1,102,11,2,-6,1.1
CN1C(=O)C(CC(N)=O)N(NC(=O)c2ccc(Cl)cc2)C1=S (stereo unspecified),3,-3,1,3,1.2,104,2,7,-4,1
COc1cc(NC(=O)c2ccc(Cl)cc2Cl)ccc1-c1cc2ccccc2oc1=O,7,2,1.1,-2,1.3,94,-7,14,-1,1
COc1ccc(CCNC(=O)CN(c2cc([N+](=O)[O-])ccc2OC)S(C)(=O)=O)cc1,8,-12,1,12,1.1,99,-1,12,-4,1
Cc1nc(CN2CCN(C(=O)c3ccc(C(C)(C)C)cc3)CC2)cs1,12,-8,1.1,8,0.97,106,-5,-3,-3,1
Clc1ccc(-c2nc3ccccn3c2CN2CCSCC2)cc1,5,-11,0.8,11,0.79,94,18,5,-6,1.1
C=CCNc1nc(-c2ccc(OC)cc2OC)cs1,4,-50,1,50,3.4*,150*,3,-2,8,0.9
CCOC(=O)c1cc2c(=O)n3ccccc3nc2n(CCOC)c1=NC(=O)C(C)(C)C,1,-15,1,15,1.2,106,-5,-2,-5,1
COc1cc(CNc2ccccc2SC)cc(OC)c1OC,4,8,0.9,-8,0.98,92,10,1,-4,1
CCN1CCN(C(c2cccs2)C(C)NC(=O)c2c(F)cccc2F)CC1 (stereo unspecified),8,-8,0.9,8,1,106,9,-5,-4,1
C/C(=C\c1ccccc1)CN1CCN(c2ccccc2)CC1,12,-4,0.9,4,0.86,104,13,2,3,1
c1ccn2cc(-c3ccc4c(c3)OCO4)cc2c1,6,-14,0.9,14,1.8,109,6,4,31,0.7
O=C(CCN1C(=O)C2C3C=CC(C3)C2C1=O)NCCc1ccccc1 (stereo unspecified),-3,-14,0.9,14,1.2,103,8,-3,-8,1.1
COc1ccccc1-c1ccc(Nc2ccc(C(=O)N3CCOCC3)cc2)nn1,4,-2,0.9,2,1.3,106,9,6,-2,1
C/C(=N\NC(=O)c1cc(C)oc1C)c1ccc2c(c1)OCO2,-3,-22,1,22,1.8,112,4,-2,20,0.8

# Compound profiles, as listed above:
# O=C(CCN1C(=O)C2C3C=CC(C3)C2C1=O)NCCc1ccccc1 (stereo unspecified) reads G6PDH CS: -3; APP 5UTR inh: -14; Diaphorase act: 0.9; APP 5'UTR act: 14; NF-kB neuron act: 1.2; STAT1 activator: 103; Diaphorase inh: 8; TLR4-MyD88 BLA: -3; FLuc inh counter: -8; FLuc act counter: 1.1
# COc1cc(CNc2ccccc2SC)cc(OC)c1OC reads G6PDH CS: 4; APP 5UTR inh: 8; Diaphorase act: 0.9; APP 5'UTR act: -8; NF-kB neuron act: 0.98; STAT1 activator: 92; Diaphorase inh: 10; TLR4-MyD88 BLA: 1; FLuc inh counter: -4; FLuc act counter: 1

# (more compounds)
SMILES,G6PDH CS,APP 5UTR inh,Diaphorase act,APP 5'UTR act,NF-kB neuron act,STAT1 activator,Diaphorase inh,TLR4-MyD88 BLA,FLuc inh counter,FLuc act counter
CCOC(=O)NC(NCCc1ccccc1)(C(F)(F)F)C(F)(F)F,15,-9,0.9,9,1.4,91,9,4,-4,1
O=C(Nc1nccs1)c1cc(S(=O)(=O)N2CCCCC2)ccc1Cl,3,10,1,-10,0.94,98,0,15,2,1
O=C(Nc1ccc(Br)cc1)c1ccccc1CC[N+](=O)[O-],-8,3,0.8,-3,1.2,106,22,2,-7,1.1
O=C(Nc1nc2ccc(Cl)cc2s1)c1ccc(Br)o1,-42,-112,0.9,112,3.5*,148*,6,-11,30,0.7
CC(NC(=O)Nc1ccc(Cl)cc1)C(c1cccs1)N1CCOCC1 (stereo unspecified),8,-6,0.8,6,1.1,104,19,-10,-7,1.1
COc1cccc2sc(NN)nc12,2,-26,0.9,27,1,113,9,-5,-6,1.1
O=C(c1ccccc1F)N1CCN(Cc2cccc(Cl)c2)CC1,8,4,0.8,-4,0.9,106,17,3,-14,1.1
OCCCN1CCN(CCCOc2ccccc2-c2ccccc2)CC1,8,-2,0.9,2,1,93,10,0,-5,1
c1ccc(OCc2nnnn2-c2ccccc2)cc1,-11,-2,0.8,2,2,95,20,2,-2,1
O=C(NC1CCc2ccccc21)c1cc(COc2ccc(F)cc2Cl)on1 (stereo unspecified),16,17,0.8,-17,0.97,104,19,15,-3,1
O=C(c1ccc(F)cc1)N(Cc1ccccc1)C1CCS(=O)(=O)C1 (stereo unspecified),12,-2,0.9,2,0.98,98,15,4,-1,1
O=C1CCCC2=C1C(c1ccco1)Nc1ccc3ccccc3c12 (stereo unspecified),-2,-8,0.6,8,1.4,99,36,-2,6,0.9
COC(=O)c1ccc(C2C(C#N)=C(N)Oc3cc(C)n(C)c(=O)c32)cc1 (stereo unspecified),2,9,1,-9,1,94,-1,4,-8,1.1
Clc1cc(Sc2ccc(Br)cc2)nnc1-c1ccccc1,5,4,0.9,-4,0.78,98,9,-2,-3,1
COc1ccc(-c2cc(C(=O)Nc3ccccc3)on2)cc1,2,6,1,-6,1.8,179*,-2,4,11,0.9
O=C(NC(Cc1ccccc1)c1ccc2c(c1)OCCCO2)c1ccc(F)cc1 (stereo unspecified),0,17,1,-17,1,98,3,-9,-6,1.1
CC(C)(C)NC(=S)NCCc1ccccc1,6,-78,0.9,78,2,130*,13,3,5,1
CCOC(=O)/C=c1\s/c(=C(\C#N)C(=O)NC)n(-c2ccccc2)c1=O,7,-18,1,18,1,94,3,6,-7,1.1
O=C(CSc1nnc(-c2ccco2)n1Cc1ccccc1)c1ccc(F)cc1,14,-45,0.8,45,1.5,102,21,-1,-1,1
CCOc1cc(-c2c(C#N)c(N)nc3c2CCc2ccccc2-3)ccc1O,-17,5,0.7,-5,1.1,91,28,-5,-9,1.1
COc1ccc(OCc2nnc(SCC(=O)N3c4ccccc4Sc4ccc(Cl)cc43)o2)cc1,8,-11,0.8,11,0.81,91,21,-5,-4,1
COc1cccc(CC(NC(C)=O)C(=O)NC2CCN(S(=O)(=O)c3ccc4ccccc4c3)CC2)c1 (stereo unspecified),4,5,0.9,-5,0.92,94,13,-3,-9,1.1
Cc1oc(-c2ccc(Cl)cc2)nc1CS(=O)CC(=O)NCc1cccs1 (stereo unspecified),1,-3,0.8,3,1.1,109,16,1,-5,1.1
C(=C\c1nc(-c2ccncc2)no1)/c1ccccc1,6,-116,0.9,116,.,150*,6,-4,20,0.8
CC(C)CN1CCNC(=O)C1CC(=O)NCc1cnn(-c2cccc(F)c2)c1 (stereo unspecified),12,-25,1,25,.,110,3,-14,-2,1
C=CCN(CC=C)S(=O)(=O)c1ccc(F)cc1,0,14,0.9,-14,0.96,100,9,-9,-8,1.1
C/C(=N\NC(=O)COc1ccccc1-c1ccccc1)c1cccnc1,3,16,0.9,-16,0.61,93,7,-11,0,1
Cc1nc(NCC2CCCO2)nc2c1C(=O)CC(C)C2 (stereo unspecified),2,-9,1,9,1,104,4,1,-6,1.1
O=C(Cc1ccccc1)Nc1ccc(Br)c(Cl)c1,9,-7,1,7,1.1,110,4,-1,-1,1
COc1ccc(C2=NN(C(=O)CSc3ncccn3)C(c3ccc(OC)cc3)C2)cc1 (stereo unspecified),-16,-5,0.9,5,0.69,101,8,0,-3,1
COc1ccc(C(=O)CSc2nc3nc(C)cc(C)c3c(=O)[nH]2)cc1OC,.,-4,.,4,.,98,.,-14,.,.
NC(=O)Cn1c(=O)n(Cc2ccco2)c(=O)c2c3c(sc21)CCCCC3,6,-5,0.9,5,1.1,96,10,11,-3,1
Cc1c(CN2CCCC(C(=O)c3cccc(Cl)c3)C2)c(=O)n(-c2ccccc2)n1C (stereo unspecified),12,-4,0.8,4,1.1,108,15,3,-4,1
O=C(Cc1cccs1)N1CCN(c2ccccn2)CC1,4,.,0.8,.,1.2,98,20,3,-2,1
CC(C)Cn1c(N2CCN(C(=O)c3cccs3)CC2)nc2ccccc21,1,-6,1,6,0.79,97,0,-4,-4,1
O=C(Cc1nnc(NC(=O)Nc2ccc(Cl)cc2)s1)NCc1ccccc1,-2,6,1,-6,1.2,102,0,9,-7,1.1
CCOC(=O)c1cnc(-n2nc(C)cc2C)nc1NCCO,-1,3,0.9,-3,1.1,102,13,10,-3,1
O=C(COC(=O)c1ccc2c(c1)OCCO2)Nc1cc(Cl)ccc1Cl,1,5,1,-5,0.98,95,-2,-8,-4,1
CCCCOC(=O)c1ccc(NC(=O)C(=O)NCC2CCCO2)cc1 (stereo unspecified),7,-11,1.1,11,1.3,96,-10,-4,2,1
CC(C)C(=O)N1CCN(c2ccccc2N)CC1,4,-10,0.8,10,1.2,108,23,11,-6,1.1
CCNC(=O)NC(=O)C(C)OC(=O)c1ccc(-n2nc(SC)sc2=S)cc1 (stereo unspecified),-4,-6,0.8,6,1.3,113,21,-5,-4,1

# This is a random part of the collection; overall some 5.6% were active at least once.
